# Vif-APOBEC3G blk: Vif-A3G binding inhibition | Q9HC16 | AID 602310 | hit rate 0.076% among 410,000 | Potency, µM (highest dose often 46.1 µM), for the others: at the highest dose activity, negative = active, actives largely listed as inhibitors | HeLa A3G-eYFP + Vif (tagged APOBEC3G with the HIV-1 protein that degrades it), YFP fluorescence, overnight;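 further: potency means the concentration at half of the fitted maximal effect; on the % scale 0 is the no-effect control and ±100 the full control effect; nearly all actives have a fitted effect of over 60% in size; hits raise eYFP signal because A3G escapes Vif-driven loss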
#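 Read-out is eYFP fluorescence (Ex 488/Em 500-530) from Vif-expressing HeLa A3G-eYFP cells; more signal means A3G escaped Vif-mediated degradation. Cells plated overnight, compound pinned in, incubated overnight at 37 deg C.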
# Vif-APOBEC3F blk: Vif-A3F binding inhibition; HeLa A3F-eYFP + Vif (tagged APOBEC3F with the HIV-1 protein that degrades it), YFP fluorescence increase; hit rate 0.2% among 390,000; Potency, µM (series often up to 46.1 µM), inactives show top-dose activity, negative = active; further: potency means the concentration at half of the fitted maximal effect; % of control where 0% means no effect; nearly all actives have a fitted effect of over 65% in size
#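 HeLa cells stably expressing A3F-eYFP plus Vif, plated and incubated overnight at 37 deg C, then exposed to compounds overnight at 37 deg C. Blocked degradation read as raised yellow fluorescence (Ex 488/Em 500-530).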
# D1 PAM: potentiators of human D1 dopamine receptor | P21728 | potentiation, % at 10 µM | hit rate 0.036% among 360,000 | HEK293 TREx D1 cells, calcium flux, dopamine EC20 potentiation; in the data active means potentiation above about 30%; further: 0% is about no effect
# GRP78 ERSR act: ER stress response induction in glioma. U87-MG GRP78 promoter luciferase reporter, 16 h. Potency, µM, for inactives: at the top dose activation, most hits filed as activators. hit rate 0.02% among 420,000. AID 602332; further: potency means the concentration at half of the fitted maximal effect; series mostly up to about 76 µM; % of control where 0% means no effect; nearly all actives have a fitted effect of over 35% in size
#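 Stably transfected U87-MG human glioma cells carrying a GRP78-based luminescent sensor were seeded at 1000 cells/well, pin-dosed with compounds and incubated 16 h. Luciferase reagent was then added, and end-point luminescence was read after 10 min at room temperature.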
# D2 potentiator: D2 dopamine receptor (human) potentiation; hit rate 0.34% among 340,000; HEK293 T-REx D2, calcium flux, EC20 dopamine potentiation; potentiation, % at 10 µM; P14416;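 active means potentiation over 3 SD above the plate norm, cut at about 30% in these data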; further: 0% is about no effect
#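 Using a no-wash calcium dye in inducible, force-coupled HEK293 Trex cells expressing D2, we tracked fluorescence each second for 180 s after compound, then for 180 s after EC20 dopamine to detect augmented signalling.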
# RXFP1 antag: antagonists of human relaxin receptor RXFP1; Q9HBX9; HEK293-RXFP1, relaxin-stimulated cAMP HTRF, 30 min; stronger effect = lower value; hit rate 0.59% among 350,000; activity change, negative = inhibition, % at 57.5 µM;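 active means activity change of -60% or lower, but not beyond a set lower limit; inconclusive means change between -60% and -40%, or beyond the set limit; inactive means change above -40%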; further: on the % scale 0 is the no-effect control and ±100 the full control effect
# Target sequence (Q9HBX9 whole entry, looked up): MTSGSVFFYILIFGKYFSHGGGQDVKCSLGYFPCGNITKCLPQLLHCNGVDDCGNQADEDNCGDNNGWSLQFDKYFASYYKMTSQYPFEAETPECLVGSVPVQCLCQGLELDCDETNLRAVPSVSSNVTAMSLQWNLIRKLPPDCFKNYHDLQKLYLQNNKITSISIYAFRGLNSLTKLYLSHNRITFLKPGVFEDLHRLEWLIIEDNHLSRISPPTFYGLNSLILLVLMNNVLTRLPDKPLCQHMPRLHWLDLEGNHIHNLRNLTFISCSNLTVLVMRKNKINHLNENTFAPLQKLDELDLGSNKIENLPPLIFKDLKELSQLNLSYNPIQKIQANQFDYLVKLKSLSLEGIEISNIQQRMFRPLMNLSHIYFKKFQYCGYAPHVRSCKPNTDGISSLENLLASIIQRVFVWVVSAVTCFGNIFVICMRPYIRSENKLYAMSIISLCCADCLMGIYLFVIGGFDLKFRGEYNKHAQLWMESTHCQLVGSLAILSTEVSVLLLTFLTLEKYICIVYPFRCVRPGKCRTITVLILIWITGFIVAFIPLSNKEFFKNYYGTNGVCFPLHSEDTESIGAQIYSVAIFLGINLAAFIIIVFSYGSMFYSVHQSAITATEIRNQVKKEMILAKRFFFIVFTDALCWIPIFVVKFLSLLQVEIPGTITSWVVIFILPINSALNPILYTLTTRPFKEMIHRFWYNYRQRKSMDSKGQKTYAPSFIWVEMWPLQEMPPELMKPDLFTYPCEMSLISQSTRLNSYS
# RXFP1 ag: RXFP1 (human) receptor agonism; Q9HBX9; HEK293T-RXFP1 cAMP TR-FRET, 30 min; response scale: percent of porcine relaxin response, buffer zero; Potency, µM (doses to about 57.5 µM), for the others: at the highest dose activation, most hits filed as activators; hit rate 0.3% among 370,000; AID 2676; further: potency means the concentration at half of the fitted maximal effect; on the % scale 0 is the no-effect control and ±100 the full control effect; nearly all actives have a fitted effect of over 60% in size; many of its hits are not listed in these tables
#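 HEK293T cells stably expressing RXFP1 were pretreated with the PDE4 inhibitor Ro 20174, exposed to compounds for 30 min at 37C, lysed, and cAMP was read by TR-FRET. Data normalized to buffer (basal) and 29 nM porcine relaxin (100%).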
# D1 antag: antagonists of human D1 dopamine receptor. HEK293 TREx D1 cells, calcium flux, dopamine EC80; stronger effect = lower value. hit rate 3.2% among 360,000. activity change, negative = inhibition, % at 10 µM. P21728; in the data active means activity change below about -30%; further: on the % scale 0 is the no-effect control and ±100 the full control effect
#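 Antagonism measured as reduced calcium response to an EC80 dopamine addition following 180 s compound pre-read; cells were inducible HEK293 Trex D1 plated overnight at 30 C, read kinetically at 1 cycle/sec.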
# D1 agonist: human D1 receptor agonism. P21728. HEK293 T-REx D1 cells, calcium flux, agonist mode. activation, % at 2 µM. hit rate 1% among 360,000. AID 504660; in the data active means activation above about 30%; further: 0% is about no effect
#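 Agonism was scored from calcium flux recorded over 180 s (1 read/s) after pintool compound addition, following a 10-cycle baseline. Cells were inducible force-coupled HEK293 TREx D1, plated overnight at 30 C and loaded with no-wash calcium dye.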
# Active calls of the source: *; u = inconclusive; x = no result given. Unless noted, the call rests on the fitted dose curve; in most records, active means well fitted curve in the direction sought with a large enough effect; inconclusive means small, poorly fitted or top-dose-only effect, or another doubt; inactive means no such curve, though single readings can be large; an effect the other way counts as inactive or inconclusive.
No.	mol	Vif-APOBEC3G blk	Vif-APOBEC3F blk	D1 PAM	GRP78 ERSR act	D2 potentiator	RXFP1 antag	RXFP1 ag	D1 antag	D1 agonist
1	O=C(CCC(=O)NC1CCCCCCC1)Nc1nnc(C(F)(F)F)s1	0%	-7%	-4	-2%	-15	-8	2.2%	x	1
2	O=C(COC(=O)Cn1[nH]c(=O)c2ccccc2c1=O)Nc1ncc(Cl)cc1Cl	0%	0%	-4	-3%	24	-6	-0.4%	0	2
3	COc1cc(NC(=O)c2ccc(C(=O)Nc3cc(OC)c(Cl)cc3OC)cc2)c(OC)cc1Cl	-2%	2%	1	-1%	2	2	3.7%	-3	7
4	CC12CCC3c4ccc(OCC(=O)O)cc4CCC3C1CCC2=O (configuration not stated)	-6%	-2%	x	0%	x	-15	x	x	x
5	Cc1cccc2cc(CN(Cc3ccco3)S(=O)(=O)c3ccc4c(c3)OCCO4)c(=O)[nH]c12	0%	-4%	2	2%	10	2	1.7%	-51*	3
6	COc1ccccc1CNC(=O)C1Cc2cc(S(=O)(=O)N3CCCCC3)ccc2N1C(C)=O (configuration not stated)	5%	1%	0	-3%	x	19	2.8%	-8	4
7	Cn1c(N)c(C(=O)COC(=O)c2ccc(-c3ccccc3)cc2)c(=O)n(C)c1=O	3%	0%	x	-4%	x	-12	x	x	x
8	CCc1cc2cc(C(=O)N3CCN(c4ccccc4)CC3)sc2s1	0%	-2%	2	-5%	-2	-16	2.9%	-15	7
9	CCOC(=O)N1CCN(Cc2nc3c(c(=O)n(C)c(=O)n3C)n2Cc2ccccc2)CC1	-1%	5%	4	-5%	7	7	6.2%	-17	-1
10	O=C(CSc1nnc(-c2ccncc2)n1-c1ccccc1)N1CCN(c2ccc(Cl)cc2)CC1	-5%	-14%	-5	-3%	-3	-5	0.5%	16	1
11	COc1ccccc1CNC(=O)C(C)n1c(=O)cc(-c2ccccc2)c2c(C)nn(C)c21 (configuration not stated)	-3%	-10%	-2	-2%	-7	-20	0.4%	-1	2
12	COc1ccc(N2CS(=O)(=O)/C(=C/N(C)C)C2=O)cc1	-1%	-3%	-5	4%	4	2	-1.2%	10	3
13	CCOC(=O)N1CCC(NC(=O)CCCC(=O)O)CC1	0%	5%	-4	-4%	-7	-14	-0.7%	-33*	3
14	CC(NS(=O)(=O)c1ccc(Br)cc1)C(c1cccs1)N1CCOCC1 (configuration not stated)	-1%	0%	0	-1%	-4	-5	4.3%	5	-4
15	C[C@@H]1CCCCO[C@H](CN(C)C(=O)Cc2ccccc2)[C@@H](C)CN([C@H](C)CO)C(=O)c2cc(NC(=O)Nc3ccccc3)ccc2O1	-10%	0%	x	-2%	x	-12	x	x	x
16	CCCCNC(=S)N(CCN(CC)CC)Cc1cc2cc3c(cc2[nH]c1=O)OCCO3	1%	-4%	0	-2%	-4	-6	2.2%	17	0
17	CCCN(CC1COc2ccccc2O1)C(=S)Nc1ccc(C)cc1 (configuration not stated)	0%	-7%	-7	6%	-19	2	0.3%	-12	1
18	CCOCCCNC(=O)C1CCCN1C(=O)Nc1ccccc1[N+](=O)[O-] (configuration not stated)	-1%	-2%	0	-7%	-1	-10	1.5%	-3	2
19	CC(C)C(CCN1C(=O)CCC1=O)C1CCOC(C)(C)C1 (configuration not stated)	-1%	x	-3	-1%	1	-7	4.2%	-15	-3
20	Cn1c(CNC(=O)CSc2nc(-c3cccc(Cl)c3)nc3cc(=O)[nH]n23)nc2ccccc21	-2%	3%	-4	-1%	3	-4	5.7%	0	5
21	O=C(/C=C/c1cccc(F)c1)N(c1ccccn1)C1CCCCC1	1%	1%	2	-2%	6	-13	0.0%	31	1
22	COc1cc(COc2ccc3c(C)c(Cc4ccccc4)c(=O)oc3c2C)cc(OC)c1OC	2%	-1%	-2	-6%	2	-4	2.2%	-8	10
23	CC(C)(C)NC(=O)COC(=O)c1nsc(Cl)c1Cl	-1%	-1%	-3	-3%	-3	-2	0.6%	12	0
24	Cc1nc2sccn2c(=O)c1Br	-1%	-6%	0	-3%	4	19	-0.1%	2	3
25	CSc1ccccc1NC(=O)C1=CC(c2cccs2)=NS(=O)(=O)N1C	-3%	-8%	0	4%	13	4	2.1%	-8	0
26	O=C(CCn1ccc2cc(S(=O)(=O)N3CCCC3)ccc21)NCCc1ccccc1	-1%	-1%	1	-5%	0	0	-0.1%	29	2
27	COc1cccc(N2CCN(S(=O)(=O)c3ccc4c(c3)oc(=O)n4C)CC2)c1	-4%	1%	-1	-5%	-2	1	-0.4%	17	1
28	COc1ccc(N2CCN(c3nc4c(C)cccn4c(=O)c3C=C(C#N)C#N)CC2)cc1	-13%	-17%	-3	-3%	3	-19	2.8%	3	2
29	CC(C)=CCOc1ccc2c(C)c(CC(=O)N3C[C@H]4C[C@@H](C3)c3cccc(=O)n3C4)c(=O)oc2c1C	3%	-8%	-3	-2%	-4	x	4.4%	-15	-1
30	Cc1cc(NC(=O)/C=C/c2ccccc2)no1	0%	-5%	-5	2%	-6	-2	0.9%	3	4
31	CS(=O)(=O)N1Cc2ccccc2CC1C(=O)OCC(=O)NCCc1ccc(S(N)(=O)=O)cc1 (configuration not stated)	2%	2%	x	-3%	x	-14	x	x	x
32	CCOC(=O)CN1C(=O)C(C)(C)Oc2ccc(C(=O)Nc3ccccc3)cc21	-3%	-5%	2	0%	4	-4	-1.5%	-2	3
33	O=C(CNC(=O)c1cccs1)Nc1ccc2c(c1)OCCO2	-2%	-6%	1	-8%	6	-5	0.6%	6	1
34	O=C(O)c1cccc(OCc2ccccc2Cl)c1	-1%	-1%	1	-1%	2	-25	1.2%	6	3
35	CC(C)(C)c1nc(NC(=O)Nc2ccccc2)sc1Br	-10%	5%	-1	4%	-1	-19	1.5%	x	8
36	COc1cc(C=C(C(C)=O)C(C)=O)ccc1O	1%	-6%	-3	1%	-5	-5	0.1%	4	2
37	COc1cc(OC)cc(C(=O)NCc2n[nH]c(=S)n2-c2ccccc2)c1	0%	-8%	x	-3%	x	u	-0.7%	x	x
38	Cc1ccc(NC(=O)C(OC(=O)c2ccc(C=O)cc2)c2ccccc2)cc1Cl (configuration not stated)	-5%	0%	-7	-1%	x	-38	-3.6%	20	9
39	Cc1ccc(NC(=O)Cn2cc3c(n2)CCC(C)C3)cc1 (configuration not stated)	-3%	2%	-5	0%	6	-12	0.0%	-18	2
40	COc1ccc(N2CCN(C(=O)CNC(=O)Cc3ccccc3)CC2)cc1	-8%	-2%	-6	-1%	10	4	-0.2%	-3	4
41	C=CCNC(=O)C1CCN(S(=O)(=O)c2ccccc2)CC1	-2%	6%	-1	-3%	-2	3	0.7%	-5	4
42	CCOC(=O)C1(CCOC)CCN(C(=O)c2sccc2C)CC1	0%	-9%	2	-2%	-2	1	-2.1%	3	4
43	Cc1cc(C(=O)NN)n[nH]1	-2%	6%	-11	4%	1	-10	1.3%	-2	3
44	CCOc1ccc(Br)cc1C(=O)N/N=C/c1ccccn1	-5%	1%	-8	-6%	11	6	0.0%	11	0
45	O=C(CCc1ccccc1)NC(=S)Nc1ccc(S(=O)(=O)N2CCOCC2)cc1	-14%	5%	-1	-3%	11	10	-1.5%	-9	6
46	CC(C)Sc1nnc(Nc2ccccc2)s1	-6%	-2%	-8	4%	6	-4	1.9%	-16	4
47	Cc1c(CN(C)C(=O)CSc2nc(-c3ccco3)cc(C(F)(F)F)n2)cnn1C	-5%	-10%	-8	-2%	-6	-10	1.9%	-12	2
48	Cc1[nH]n(-c2cccc(Cl)c2)c(=O)c1-c1ccccc1	0%	x	-2	-4%	3	4	-0.1%	-5	1
49	O=S1(=O)CCC(NC(=S)N2CCCCCC2)C1 (configuration not stated)	3%	-1%	-6	-4%	-1	6	2.5%	3	0
50	Cc1cc(OCc2nnc(SC(C)C(=O)O)n2-c2ccccc2)ccc1Cl (configuration not stated)	-1%	2%	1	-3%	-2	7	-0.1%	14	3

# (further entries)
No.	mol	Vif-APOBEC3G blk	Vif-APOBEC3F blk	D1 PAM	GRP78 ERSR act	D2 potentiator	RXFP1 antag	RXFP1 ag	D1 antag	D1 agonist
51	O=C(CC1C(=O)NCCN1CC(c1ccccc1)c1ccccc1)NCCc1cn[nH]c1 (configuration not stated)	-1%	8%	-2	0%	5	0	-1.3%	3	5
52	O=C(NCC1CCCO1)/C(=C\c1cccc([N+](=O)[O-])c1)NC(=O)c1ccccc1 (configuration not stated)	-7%	4%	-2	0%	-2	-3	0.3%	9	1
53	Cc1cc(NC(=O)CCC(=O)N(CC(=O)NC2CCCC2)c2ccc(C)c(F)c2)no1	7%	3%	-1	-3%	-7	-13	2.1%	-19	0
54	CCOC(=O)c1cc2sccc2n1CC(=O)c1ccc2c(c1)OCCO2	-7%	4%	1	0%	19	5	0.5%	-4	10
55	Cc1nc2c(C)cccn2c(=O)c1NC(=O)c1ccc(Br)o1	4%	-4%	3	-2%	25	-15	2.7%	-2	2
56	CSc1cccc(NC(=O)CN2C(=O)COc3ccc(S(=O)(=O)N4CCC(C)CC4)cc32)c1	-14%	1%	-2	-3%	1	-20	-1.5%	-15	2
57	CCOc1ccccc1NC(=O)N1CCN(S(=O)(=O)c2ccc3c(ccn3C)c2)CC1	-1%	6%	1	-2%	5	x	9.0%	3	4
58	COc1ccc(N2CCN(C(=O)c3cc(=O)c4cc(C)cc(C)c4o3)CC2)cc1	-5%	11%	-2	1%	-2	-22	-0.2%	-4	3
59	Cc1oc2cc3oc(=O)c(CCC(=O)NCCC(=O)O)c(C)c3cc2c1C	-1%	-7%	5	-5%	5	3	9.1%	-7	1
60	COc1ccc(-c2cc(C(=O)N(C)Cc3ccc(F)cc3)c3ccccc3n2)cc1OC	-9%	5%	x	-3%	x	-9	x	x	x
61	CSc1ncccc1C(=O)OCC(=O)Nc1ccc2c(c1)OCO2	-1%	7%	-4	6%	x	-2	5.5%	-3	6
62	Nc1ccc(S(N)(=O)=O)cc1N	2%	-2%	-5	10%	-12	-24	3.2%	-9	1
63	Cc1ccc(C)c(S(=O)(=O)NCC(=O)NCc2ccco2)c1	0%	2%	-1	-1%	-16	x	1.0%	0	2

# These rows are one share of the data; rates above refer to the full screens.
